# miR122 inh = miR-122 Renilla sensor signal increase in Huh7, primary screen, miR-122 inhibitor project, cell-based, single point, plate reader; activation (reporter increase), % at 12.5 µM; Huh7 miR-122 Renilla luciferase sensor, 48 h; neutral wells = 0, positive control = 100; 340,000 compounds, 0.3% hits;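 active = mean replicate activation score at least 90 and every replicate individually at or above 90; inconclusive = only one of the two criteria met; inactive = neither criterion met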;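 also: higher luciferase means less miR-122 activity so hits act as miR-122 inhibitors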
# ERp5 block = inhibitors of ERp5-driven insulin aggregation, primary screen, biochemical, turbidity, absorbance 650 nm, single point; Protein disulfide-isomerase A6 (Homo sapiens), Q15084; 90 min; inhibition, % at 9.99 µM; 350,000 compounds, 0.05% hits; AID 651711, 2012;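 active = mean replicate inhibition above about 25%, with every replicate also reaching it, limit read from the data, passing the limit was not always enough; inconclusive = only one of those two criteria met; inactive = neither criterion met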
# Target sequence (Q15084 whole entry, looked up): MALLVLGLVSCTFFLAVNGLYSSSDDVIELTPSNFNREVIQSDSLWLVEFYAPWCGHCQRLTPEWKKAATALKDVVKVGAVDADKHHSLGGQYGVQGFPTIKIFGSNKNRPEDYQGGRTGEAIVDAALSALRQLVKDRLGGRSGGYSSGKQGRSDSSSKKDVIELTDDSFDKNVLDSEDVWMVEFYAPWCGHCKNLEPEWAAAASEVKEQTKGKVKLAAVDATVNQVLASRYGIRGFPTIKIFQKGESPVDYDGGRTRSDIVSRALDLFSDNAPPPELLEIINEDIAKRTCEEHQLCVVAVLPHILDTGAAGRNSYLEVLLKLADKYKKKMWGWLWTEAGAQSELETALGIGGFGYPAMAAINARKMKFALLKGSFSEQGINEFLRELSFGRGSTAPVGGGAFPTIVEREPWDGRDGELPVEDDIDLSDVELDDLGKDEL
# ARNT TACC3 PPI = disruptors of ARNT/TACC3 protein interaction, primary screen, biochemical, AlphaScreen, single concentration | Transforming acidic coiled-coil-containing protein 3 (Homo sapiens), Q9Y6A5 | AlphaScreen His-ARNT PAS-B/GST-TACC3 binding, luminescence; TACC3 fragment carries E629A point mutation | inhibition, % at 9.99 µM | 390,000 compounds, 0.66% hits;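 active = mean inhibition of replicates at least 50% and at least half of replicates each reaching 50%; inconclusive = half or more replicates reach 50% but mean below 50%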;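 also: 0% = complete ARNT plus TACC3 wells and 100% = ARNT alone without TACC3; many hits fall short of the cut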
# C2C12 statin = suppressors of statin myotoxicity in C2C12 myotubes, primary screen, cell-based, single point, plate reader | C2C12 myotubes + simvastatin, ATP luminescence, 48 h; scaled: DMSO 0, geranylgeraniol control 100 | rescue of ATP level, % at 7.49 µM | 330,000 compounds, 0.78% hits;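 active = mean ATP rescue above about 67%, or every replicate alone reaching that limit, limit read from the data, passing the limit was not always enough; inconclusive = no clear call, values can overlap the other calls; inactive = mean under the limit and some replicate under it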;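 also: myotubes were challenged with 10 µM simvastatin during compound exposure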
# SIRT5 block = SIRT5 desuccinylase inhibitors, primary screen, biochemical, fluorescence imaging, single point, set 5; NAD-dependent protein deacylase sirtuin-5, mitochondrial (Homo sapiens), Q9NXA8; Purified SirT5, succinyl-peptide AMC, trypsin-coupled fluorescence; inhibition, % at 15 µM; 330,000 compounds, 1.1% hits; AID 652115, 2013; in the data active = inhibition above about 15%; inconclusive = no clear call, values can overlap the other calls
# Target sequence (Q9NXA8 whole entry, looked up): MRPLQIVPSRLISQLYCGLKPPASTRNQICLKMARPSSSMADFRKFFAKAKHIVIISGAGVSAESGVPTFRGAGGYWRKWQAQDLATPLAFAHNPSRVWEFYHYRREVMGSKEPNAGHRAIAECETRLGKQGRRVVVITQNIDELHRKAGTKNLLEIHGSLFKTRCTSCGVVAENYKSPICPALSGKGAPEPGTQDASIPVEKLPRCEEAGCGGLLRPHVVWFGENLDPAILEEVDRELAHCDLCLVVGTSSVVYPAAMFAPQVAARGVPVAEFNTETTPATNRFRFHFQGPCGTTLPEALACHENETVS
# Cneo AK release = Cryptococcus neoformans cell lysis inducers, primary screen, AK release luminescence, single concentration. C. neoformans lysis, adenylate kinase release luminescence, 4 h; normalised: neutral wells 0, clomiphene wells 100. lysis activity, % at 15 µM. 360,000 compounds, 0.2% hits;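 active = mean lysis activity across replicates of at least 80%, whatever share of replicates individually reach that level; inactive = mean lysis activity below 80%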
#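 Material: C. neoformans cells | Amount: Yeast cell density of 5 × 10^6 cells/mL | Medium: Fresh YPD growth medium | Dosing: Single dose | Times: Static 4 h at 37 °C with compound, 1 h detection | Detection: AK luminescence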
# esBAF inh = Bmi1 luciferase reporter increase in mESCs, primary screen, esBAF inhibitor project, mouse ES cells, Bmi1 luciferase knock-in, single point; reporter increase, % at 12.5 µM; 24 h; 100% = twice the neutral-well signal; 350,000 compounds, 2% hits; in the data active = activation above about 40%; inconclusive = no clear call, values can overlap the other calls;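 also: 0% = median of the plate's neutral control wells and 100% = double that signal; a rise in the Bmi1 reporter signal indicates esBAF inhibition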
# An asterisk follows results filed as active; ? = inconclusive; nt = no result given; [ ] = dose if it differs, or a comment.
item | structure | miR122 inh | ERp5 block | ARNT TACC3 PPI | C2C12 statin | SIRT5 block | Cneo AK release | esBAF inh
1 | O=C(CN1CCc2ccccc21)Nc1ccc2c(c1)OCCCO2 | -0.1 | -1.2 | nt | -1.5 | 1.8 | -0.7 | 36.8
2 | C[C@H](CO)N1C[C@H](C)[C@@H](CN(C)C)Oc2cc(-c3ccc(F)cc3)ccc2S1(=O)=O | 2.9[16.7 µM] | -5.8 | 4.4 | 0.3 | -1.8 | 3.4 | -5.4
3 | Cc1ccc(S(=O)(=O)c2c(CO)c(-c3ccccc3)nn2C)cc1 | nt | -4.5 | -4.1 | nt | 1.4 | nt | nt
4 | CO[C@H](CN(C)S(=O)(=O)c1ccc(F)cc1)[C@H](C)CN([C@@H](C)CO)S(=O)(=O)c1cccc(Cl)c1 | nt | 3.5 | 20.6 | 3.9 | 1.8 | 1.3 | -1.5
5 | c1ccc(Cn2nnnc2C(c2cccs2)N2CCCCCC2)cc1 (configuration not stated) | 4.8 | nt | -3.2 | -28.6 | nt | -3.0 | 0.8
6 | CN(C)C(=O)C[C@H]1C[C@@H]2c3cc(NC(=O)Nc4ccc(F)cc4)ccc3O[C@@H]2[C@@H](CO)O1 | -7.1[16.7 µM] | -0.6 | -0.2 | -4.4 | -4.0 | 4.6 | -1.8
7 | Cc1cc(F)ccc1S(=O)(=O)Nc1ncnc2scc(-c3ccc(F)cc3)c12 | nt | 5.1 | -49.9 | nt | -2.4 | nt | nt
8 | COC(=O)c1ccc(C(=O)OC)c(NC(=S)N2CCN(c3cc(Cl)ccc3C)CC2)c1 | 2.3 | nt | 7.6 | nt | nt | -2.4 | nt
9 | CCCS(=O)(=O)c1nc(S(=O)(=O)c2ccc(C)cc2)c(N2CCN(CC)CC2)s1 | -0.3 | 0.9 | -2.6 | 5.5 | -2.9 | nt | 1.2
10 | Cc1c(C(=O)Nc2ccccn2)sc2nc3n(c(=O)c12)CCC3 | 1.2 | 3.8 | -7.7 | -5.9 | -6.4 | -10.5 | -12.0

# Three records picked at random from the list so far, as already listed:
item | structure | miR122 inh | ERp5 block | ARNT TACC3 PPI | C2C12 statin | SIRT5 block | Cneo AK release | esBAF inh
7 | Cc1cc(F)ccc1S(=O)(=O)Nc1ncnc2scc(-c3ccc(F)cc3)c12 | nt | 5.1 | -49.9 | nt | -2.4 | nt | nt
5 | c1ccc(Cn2nnnc2C(c2cccs2)N2CCCCCC2)cc1 (configuration not stated) | 4.8 | nt | -3.2 | -28.6 | nt | -3.0 | 0.8
4 | CO[C@H](CN(C)S(=O)(=O)c1ccc(F)cc1)[C@H](C)CN([C@@H](C)CO)S(=O)(=O)c1cccc(Cl)c1 | nt | 3.5 | 20.6 | 3.9 | 1.8 | 1.3 | -1.5

# Continued.
item | structure | miR122 inh | ERp5 block | ARNT TACC3 PPI | C2C12 statin | SIRT5 block | Cneo AK release | esBAF inh
11 | Cn1c2ccccc2c2cnn(CC(=O)O)c(=O)c21 | -0.7 | nt | -4.0 | 18.0 | nt | nt | -7.7
12 | O=C(NCN1C(=O)C2C3C=CC(C3)C2C1=O)Nc1ccccc1O (configuration not stated) | 3.9 | -0.4 | -24.6 | 4.1 | -0.8 | -4.7 | 3.4
13 | COc1ccccc1NC(=O)N1C[C@@H]2[C@H](c3ccccc31)[C@H](CO)N2Cc1ccccc1F | -2.8[16.7 µM] | 0.5 | -9.2 | -18.1 | -1.9 | 1.1 | -5.8
14 | O=S(=O)(NC(=NC1CCCCC1)c1ccccc1)c1ccc(F)cc1 | nt | -1.9 | 1.0 | 2.4 | 1.5 | -4.6 | 6.6
15 | Oc1ccc[n+](/C=C\c2ccccc2)c1 | nt | -6.4 | -2.9 | 6.7 | nt | 2.4 | 0.1
16 | ONC(=Nc1cccc(C(F)(F)F)c1)c1cccnc1 | -5.0 | -3.3 | -7.8 | -10.6 | 0.8 | -0.3 | 2.5
17 | COC(=O)[C@H]1[C@H](CO)[C@H]2Cn3c(ccc(C4=CCCC4)c3=O)[C@H]2N1CC1CCOCC1 | nt | 2.7 | 6.3 | -5.8 | -0.6 | 47.2 | -4.2
18 | O=C(NCC(=O)N1CCN(C(=O)c2ccco2)CC1)c1ccc(Br)cc1 | -4.7 | -0.6 | -4.2 | 9.6 | -3.2 | 1.3 | 5.4
19 | C[C@@H]1CN([C@@H](C)CO)C(=O)c2cc(NC(=O)CCC(F)(F)F)ccc2O[C@@H]1CN(C)C(=O)Nc1ccc2c(c1)OCO2 | ? | 0.6 | -4.3 | -5.9 | -0.7 | 45.9 | -5.3
20 | Cc1ccc(NC(=O)CCS(=O)(=O)c2ccccc2)cc1S(=O)(=O)N1CCOCC1 | -1.2 | -0.3 | -0.2 | nt | -1.6 | nt | nt

# Brought forward from above: six compounds, followed by the next part.
item | structure | miR122 inh | ERp5 block | ARNT TACC3 PPI | C2C12 statin | SIRT5 block | Cneo AK release | esBAF inh
15 | Oc1ccc[n+](/C=C\c2ccccc2)c1 | nt | -6.4 | -2.9 | 6.7 | nt | 2.4 | 0.1
16 | ONC(=Nc1cccc(C(F)(F)F)c1)c1cccnc1 | -5.0 | -3.3 | -7.8 | -10.6 | 0.8 | -0.3 | 2.5
17 | COC(=O)[C@H]1[C@H](CO)[C@H]2Cn3c(ccc(C4=CCCC4)c3=O)[C@H]2N1CC1CCOCC1 | nt | 2.7 | 6.3 | -5.8 | -0.6 | 47.2 | -4.2
18 | O=C(NCC(=O)N1CCN(C(=O)c2ccco2)CC1)c1ccc(Br)cc1 | -4.7 | -0.6 | -4.2 | 9.6 | -3.2 | 1.3 | 5.4
19 | C[C@@H]1CN([C@@H](C)CO)C(=O)c2cc(NC(=O)CCC(F)(F)F)ccc2O[C@@H]1CN(C)C(=O)Nc1ccc2c(c1)OCO2 | ? | 0.6 | -4.3 | -5.9 | -0.7 | 45.9 | -5.3
20 | Cc1ccc(NC(=O)CCS(=O)(=O)c2ccccc2)cc1S(=O)(=O)N1CCOCC1 | -1.2 | -0.3 | -0.2 | nt | -1.6 | nt | nt
21 | C[C@@H]1CN([C@@H](C)CO)S(=O)(=O)c2ccc(C#CCN(C)C)cc2O[C@H]1CN(C)C(=O)c1ccccc1F | -5.0[16.7 µM] | -0.5 | 2.0 | 1.3 | -1.4 | -12.8 | 0.7
22 | Cc1ccc(C(=O)CSc2nnc(-c3cccs3)n2C)o1 | -8.7 | -5.3 | -2.5 | 0.4 | 11.2 | -1.8 | 12.2
23 | CCc1nc2c(OCc3ccc(Cl)cc3)cccn2c1N(C)C(=O)c1ccccc1F | 1.3 | 2.1 | nt | -42.2 | nt | 5.9 | 4.0
24 | C[C@@H]1CN([C@H](C)CO)S(=O)(=O)c2ccc(C3=CCCC3)cc2O[C@H]1CN(C)CC1CCOCC1 | nt | 2.7 | 8.0 | 2.7 | 4.2 | 3.4 | 2.8
25 | O=C(C[C@@H]1CC[C@H]2[C@@H](COC[C@H](O)CN2CCC(F)(F)F)O1)NCC1CC1 | 7.4[16.7 µM] | 1.7 | -10.1 | -11.1 | 3.0 | -2.1 | -2.0
26 | CCCc1cn(CC[C@H]2CC[C@H](NC(=O)C3CCOCC3)[C@H](CO)O2)nn1 | nt | -1.4 | -16.0 | 6.6 | 1.0 | 9.8 | -8.2
27 | O=C(C[C@H]1CC[C@@H]2NC[C@H](O)COC[C@H]2O1)NCCc1ccccc1 | -0.8[16.7 µM] | 2.8 | -7.5 | -12.6 | -0.3 | 1.4 | -0.1
28 | O=C(COC(=O)CSc1ccc2ccccc2c1Br)NC1CC1 | -5.1 | -8.2 | nt | 5.7 | 0.4 | 5.1 | 1.5
29 | COc1ccc(C(=O)Nc2ccc3oc(Cc4ccc(Cl)cc4)nc3c2)cc1OC | -6.0 | -4.9 | -8.6 | 29.0 | -1.7 | -1.4 | 0.0
30 | Cc1cccc(C(=O)N2CCCN(C(=O)c3cccc(C)c3)CC2)c1 | 0.6 | nt | -8.8 | 10.3 | nt | 2.7 | -4.0
31 | COc1ccc(NC(=O)Nc2ccc3c(c2)CC(=O)N([C@@H](C)CO)C[C@@H](C)[C@@H](CN(C)S(=O)(=O)c2ccc(Cl)cc2)O3)cc1 | -6.7[16.7 µM] | 11.0 | nt | -19.0 | -2.1 | nt | -0.3
32 | COc1ccc(CN(C)C[C@H]2Oc3ccc(NC(=O)CCC(F)(F)F)cc3CC(=O)N([C@H](C)CO)C[C@H]2C)cc1 | 12.7[16.7 µM] | -0.5 | nt | -19.4 | nt | -2.9 | 1.1
33 | COc1ccc(C(=O)NC(=S)N2CC(C)OC(C)C2)cc1 (configuration not stated) | nt | -0.1 | -10.9 | nt | -5.4 | nt | nt
34 | C[C@@H]1CN([C@H](C)CO)C(=O)c2cc(-c3ccccc3)cnc2O[C@@H]1CN(C)C(=O)c1cccc(F)c1 | -5.7[16.7 µM] | nt | nt | 4.3 | nt | nt | -3.9
35 | COCCCn1c(C(=O)NCCC2=CCCCC2)cc2c(=O)n3ccccc3nc21 | -3.5 | 1.0 | 0.6 | 24.4 | -7.3 | -0.2 | -2.3
36 | C[C@H]1CCCCO[C@@H](CN(C)C(=O)Nc2ccccc2)[C@@H](C)CN([C@@H](C)CO)C(=O)c2cc(NC(=O)NC3CCCCC3)ccc2O1 | -1.2[16.7 µM] | 2.5 | -0.2 | nt | 4.0 | 15.3 | -3.9
37 | CCOc1cc(N2CCOCC2)c(OCC)cc1NC(=O)COC(=O)c1ccccc1C | nt | 1.3 | 5.7 | nt | -1.5 | nt | nt
38 | Cn1c(SCC(=O)c2ccc3c(c2)Cc2ccccc2-3)nnc1-c1cccc(N)c1 | nt | 2.6 | -14.5 | nt | 7.5 | nt | nt
39 | C[C@@H]1CN([C@@H](C)CO)C(=O)c2cc(NC(=O)CCCN(C)C)ccc2O[C@@H]1CN(C)S(=O)(=O)c1ccccc1 | 6.3[16.7 µM] | -2.2 | -4.5 | 7.4 | 1.4 | 2.0 | -4.8
40 | O=[N+]([O-])c1ccc(O)c(Nc2c([N+](=O)[O-])ccc3nonc23)c1 | nt | -5.2 | 37.0 | nt | 4.2 | nt | nt
41 | Nc1nc(SCC(=O)NC2CCCC2)[nH]c(=O)c1NC(=O)c1cccs1 | 23.6 | -4.3 | nt | 13.4 | -1.3 | -4.0 | -7.9
42 | CCN(CC)S(=O)(=O)c1cccc(-c2nnc(SCC(=O)NC)n2N)c1 | nt | 3.3 | 2.7 | nt | -4.1 | nt | nt
43 | CC1(C)Cc2c(sc(/N=C/N3CCCCCC3)c2C#N)C(C)(C)N1 | nt | 4.5 | 12.0 | nt | 0.0 | nt | nt
44 | COc1ccc(S(=O)(=O)N[C@@H]2C=C[C@@H](CC(=O)NCCc3ccncc3)O[C@H]2CO)cc1 | nt | -1.7 | 10.7 | -7.6 | 1.2 | -0.6 | 0.8
45 | CS(=O)(=O)c1ccc(Sc2nc3ccccc3s2)c([N+](=O)[O-])c1 | 3.6 | nt | -1.4 | nt | nt | -2.4 | nt
46 | C[C@H]1CN([C@@H](C)CO)C(=O)c2cc(NC(=O)CCN3CCOCC3)ccc2O[C@@H]1CN(C)Cc1ccc(-c2ccccc2)cc1 | -4.2[16.7 µM] | -5.9 | -6.8 | -8.0 | -6.5 | 1.7 | -1.0
47 | O=C(c1cccnc1)N1C[C@H]2[C@@H](c3ccccc31)[C@@H](CO)N2C(=O)Nc1ccccc1F | -2.8[16.7 µM] | 0.4 | -2.6 | -1.0 | -3.7 | 1.7 | -1.2

# High-throughput results from PubChem.
